ARNT TACC3 PPI = disruptors of human ARNT/TACC3 interaction; actives 0.66% (n = 390,000); Q9Y6A5; AlphaScreen His-ARNT PAS-B/GST-TACC3 binding, luminescence; TACC3 fragment carries E629A point mutation; inhibition, % at 9.99 µM;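 active = mean inhibition of replicates at least 50% and at least half of replicates each reaching 50%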;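 note: 0% = complete ARNT plus TACC3 wells and 100% = ARNT alone without TACC3; many hits fall short of the cut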
LGR2 inh = Drosophila LGR2 receptor signaling inhibition; actives 0.35% (n = 380,000); inhibition, % at 9.99 µM; HEK293 LGR2, CRE-luciferase, bursicon-stimulated, 4 h; AID 720647;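 active = drop in luminescence signal, shown as inhibition above about 50% in the replicate tests, limit read from the data, passing the limit was not always enough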;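 note: agonist challenge used bursicon conditioned medium at about half maximal strength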
PAX8 reporter = lowers PAX8-driven luciferase in RMG-I cells; inhibition, % at 12.6 µM; actives 1.2% (n = 360,000); AID 652154; RMG-I TPO-luciferase reporter, SteadyGlo, 24 h;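 active = mean replicate inhibition at least 60% with every replicate also reaching 60%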;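 note: luciferase light reporting Pax8 driven TPO promoter activity; plate controls were median of neutral control wells for no effect and mitoxantrone controls for full effect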
Cneo AK release = causes C. neoformans cell lysis. AID 651654. lysis activity, % at 15 µM. actives 0.2% (n = 360,000). adenylate kinase release luminescence, 4 h; normalised: neutral wells 0, clomiphene wells 100;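 active = mean lysis activity across replicates of at least 80%, whatever share of replicates individually reach that level; inactive = mean lysis activity below 80%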
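Assay system: Cryptococcus neoformans yeast cells / Dosing: single-point compound dose / Timing: 4 h at 37 °C static, read 1 h later / Measured by: luminescence of released adenylate kinase using an AK detection reagent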
C2C12 statin = protects C2C12 myotubes from simvastatin toxicity; actives 0.78% (n = 330,000); rescue of ATP level, % at 7.49 µM; ATP luminescence, 48 h; scaled: DMSO 0, geranylgeraniol control 100;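 active = mean ATP rescue above about 67%, or every replicate alone reaching that limit, limit read from the data, passing the limit was not always enough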;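 note: myotubes were challenged with 10 µM simvastatin during compound exposure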
INS-1E GSIS act = GLuc luminescence reporter in INS-1E cells, primary screen for activators of glucose-dependent secretion of insulin. INS-1E GLuc reporter insulin secretion, 2-3 h. activation, % at 16.6 µM. AID 743287. actives 0.61% (n = 370,000);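 active = lowest replicate activation of at least 40%, so every replicate reaches that level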;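 note: 0% = median of neutral control wells and 100% = median of IBMX positive control wells; some compounds called inactive have numbers as strong as hits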
PglD inh = blocks C. jejuni PglD acetyltransferase activity; purified PglD enzyme, DTNB colorimetric CoA detection; inhibition, % at 12.5 µM; actives 0.098% (n = 360,000); AID 602405; in the data active = inhibition above about 16%, passing the limit was not always enough; note: strong numbers were not always called active
PGC1a acetyl inh = PGC1a acetylation modulation, inhibitor mode; U2OS PGC1a acetylation, AlphaScreen anti-acetyl-lysine; with virally co-expressed GCN5 acetyltransferase; inhibition, % at 15.6 µM; actives 0.17% (n = 350,000); AID 651687;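 active = every replicate shows inhibition of at least 40%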;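 note: 0% = neutral control wells and 100% = positive control wells; some results beyond the cut were filed as inactive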
The depositor's hits bear a star; . = no result given.

SMILES	ARNT TACC3 PPI	LGR2 inh	PAX8 reporter	Cneo AK release	C2C12 statin	INS-1E GSIS act	PglD inh	PGC1a acetyl inh
CCc1nc2c(OCc3ccc(Cl)cc3Cl)cccn2c1N(C)C(=O)c1ccccc1F	.	10	25	0	-8	-33	8	.
c1ccc(Cc2cc[n+](Cc3ccccc3)cc2)cc1	11	14	25	.	.	2	.	.
CC(C)Cn1c(N2CCN(CC(=O)Nc3ccc(Cl)cc3)CC2)nc2ccccc21	16	2	28	0	-9	-9	-1	-1
COc1ccc2c3c([nH]c2c1)[C@H](CO)N(CC1CC1)CC31CCN(C(=O)Nc2cccc(F)c2)CC1	.	-2	-7	.	.	-7	.	-10
CN(CCc1ccccn1)C(=O)Nc1ccc(F)cc1	.	5	.	-3	-6	22	5	9
CCC(=O)N(C)C[C@@H]1Oc2cc(C#CC3CCCC3)ccc2S(=O)(=O)N([C@@H](C)CO)C[C@H]1C	0	0	.	-4	-5	-28	1	-33
CCc1nc2ccc(C(=O)Nc3cccc(OC)c3)cn2c1N(CC)CCOC	.	-7	1	0	-32	-15	3	2
O=C(Cn1cnc2ccc(Br)cc2c1=O)c1cccs1	-6	.	.	-3	-10	.	0	-1
COc1ccc(C(=O)C2CCCN(Cc3cccn3-c3ccccn3)C2)c(OC)c1 (stereo not drawn)	7	14	27	2	-21	-19	-14	.
Cc1cc(=S)n(-c2ccccc2)n1C	-2	.	.	1	8	.	-5	-3
O=C(O)CCc1ccc(-c2ccc(F)cc2)n1CC(=O)O	-6	.	.	2	0	.	4	6
O=C(Nc1ccc(-c2nnc3n2CCCCC3)cc1)c1ccco1	-2	2	-10	1	.	-1	1	.
CN1C(=O)c2cc(NC(=O)c3cnccn3)ccc2OC[C@H]2O[C@@H](CC(=O)NCC3CCCCC3)CC[C@H]21	-7	9	4	4	-14	-3	1	.
O=C(NCC[C@H]1CC[C@H](NS(=O)(=O)c2cccc(Cl)c2)[C@H](CO)O1)c1cnccn1	-11	13	7	49	5	-2	0	18
C[C@@H]1CCCCO[C@H](CN(C)Cc2ccc(Cl)c(Cl)c2)[C@H](C)CN([C@@H](C)CO)C(=O)c2cc(NC(=O)Nc3ccc4c(c3)OCO4)ccc2O1	-2	-2	.	1	.	-1	2	24
COC(=O)CCCC(=O)NC1CC(C)(C)Cc2c1cnn2-c1ccc(C)cc1 (stereo not drawn)	-5	16	-5	1	7	-27	2	17
Cc1nc(-c2cccnc2)sc1C(=O)Nc1ccc(C(F)(F)F)cc1	26	.	.	-1	-15	.	2	-9
O=S(=O)(NN=C1CCCCC1)c1ccccc1	.	21	-91	0	115*	-19	-2	2
CCCSc1nnc(N2C(=O)CC(c3ccsc3)C3=C2CCCC3=O)s1 (stereo not drawn)	18	11	2	0	-2	4	5	1
COc1cccc(N2CCN(CC(=O)Nc3nc(C)c(C(=O)N(C)C)s3)CC2)c1	8	6	16	4	-2	0	-1	-2
Cc1cc2c(cc1S(=O)(=O)CCC(=O)NCc1ccccc1)OCC(=O)N2	2	2	-3	-1	5	1	0	-7
CCCOC(=O)C1=C(C)NC2=C(C(=O)C(C(=O)OC)C(C)C2)C1c1ccc(N(C)C)cc1 (stereo not drawn)	33	.	-1	-2	.	.	-3	.
COc1ccccc1NC(=O)c1cc(OC)c(OC)cc1[N+](=O)[O-]	-3	-18	-14	5	-1	4	3	.
COC(=O)c1ccc2nc(Nc3nc4ccc(F)cc4s3)sc2c1	-7	.	80*	1	3	.	-3	-3
O=C(COC(=O)c1ccccc1NC(=O)c1ccco1)Nc1ncc(Cl)cc1Cl	-2	.	.	-2	94*	.	5	-3
C[C@H](CO)N1C[C@H](C)[C@H](CN(C)C(=O)c2ccccc2)OCCCC[C@H](C)Oc2ccc(NS(C)(=O)=O)cc2C1=O	-4	-5	-3	0	3	13	2	-7
CCOc1ccccc1NC(=O)c1ccc2c(c1)C(=O)N(C(C)(C)C)C2=O	-4	-5	6	0	-13	6	-3	5
Cc1ccc(C(=O)NCC(=O)OCC(=O)Nc2cc(S(=O)(=O)N3CCOCC3)ccc2Cl)s1	-5	3	-2	1	2	0	2	2
CC(C)(C)c1ccc(C(=O)N2CCC2(C)C(=O)Nc2cccc3ccccc23)cc1 (stereo not drawn)	.	-6	5	1	-12	-11	-1	1
COc1cccc(C(=O)/C=C/Nc2ccc(S(=O)(=O)Nc3onc(C)c3C)cc2)c1	3	7	4	.	.	-2	.	.

3 entries out of the list above, arranged by the value under INS-1E GSIS act, low to high:
structure | INS-1E GSIS act
COC(=O)CCCC(=O)NC1CC(C)(C)Cc2c1cnn2-c1ccc(C)cc1 (stereo not drawn) | -27
CC(C)(C)c1ccc(C(=O)N2CCC2(C)C(=O)Nc2cccc3ccccc23)cc1 (stereo not drawn) | -11
CCOc1ccccc1NC(=O)c1ccc2c(c1)C(=O)N(C(C)(C)C)C2=O | 6

New compounds follow:
SMILES	ARNT TACC3 PPI	LGR2 inh	PAX8 reporter	Cneo AK release	C2C12 statin	INS-1E GSIS act	PglD inh	PGC1a acetyl inh
C=C(C)c1cccc(C(C)(C)NC(=O)N2CCC(C(N)=O)CC2)c1	-4	10	7	.	.	3	.	5
COC(=O)CCNC(=O)Cc1c(C)n(C(=O)c2ccc(Cl)cc2)c2ccc(OC)cc12	-6	-4	-187	6	31	-4	-2	.
Cc1cc(NC(=O)Nc2cccc(Cl)c2)n(C(C)(C)C)n1	0	7	-8	7	41	-1	1	9
CCO[C@H]1OC(C(=O)NCc2ccccc2)=C[C@@H](C2CC2)[C@@H]1CCCO	-2	13	-6	-2	-5	9	5	7
COCC#Cc1ccc([C@@H]2[C@@H](CO)N3C(=O)CN(C(=O)Nc4ccc(F)cc4)C[C@@H]23)cc1	.	-10	-8	.	.	-3	.	13
COc1ccc2c(c1)C(=O)Cc1ccccc1O2	1	4	-21	1	.	-7	-2	2
CC(c1ccon1)N(C)C(=O)c1cccc(OC2CCN(S(C)(=O)=O)CC2)c1 (stereo not drawn)	.	-7	-1	1	-6	.	-2	5
O=C(NC(=S)Nc1ccccc1Br)C1CCCCC1	2	-44	-103	.	.	-2	.	.
Cc1ccc(N2CCN(/N=C/C(Cl)=C/c3ccccc3)CC2)cc1	3	-8	-11	6	6	-4	8	-4
NC(=O)c1ccc(NC(=O)C#Cc2ccccc2)cc1	8	17	41	-2	30	-1	1	-203
O=C(C[C@@H]1CC[C@@H](NC(=O)Cc2ccccn2)[C@H](CO)O1)NCCCN1CCOCC1	-1	-5	-18	-2	-7	17	1	1
O=C(c1ccco1)N1CCN(c2nnc(-c3ccccc3)c3ccccc23)CC1	-1	.	21	0	11	.	1	-51
COC(=O)c1c(C)[nH]c(C(=O)OCC(=O)NCC(C)C)c1C	0	-15	.	0	0	6	5	.
CCOC(=O)CC/C(=N\NC(N)=O)c1ccc(OC)c(Cl)c1	-3	-7	-5	3	-8	.	0	.
O=CN1CCN(C(=O)c2ccccc2F)CC1	10	.	.	-4	-8	.	-4	2

Six entries already listed, sorted by SMILES length, largest number first:
SMILES	ARNT TACC3 PPI	LGR2 inh	PAX8 reporter	Cneo AK release	C2C12 statin	INS-1E GSIS act	PglD inh	PGC1a acetyl inh
COC(=O)CCNC(=O)Cc1c(C)n(C(=O)c2ccc(Cl)cc2)c2ccc(OC)cc12	-6	-4	-187	6	31	-4	-2	.
C=C(C)c1cccc(C(C)(C)NC(=O)N2CCC(C(N)=O)CC2)c1	-4	10	7	.	.	3	.	5
Cc1ccc(N2CCN(/N=C/C(Cl)=C/c3ccccc3)CC2)cc1	3	-8	-11	6	6	-4	8	-4
Cc1cc(NC(=O)Nc2cccc(Cl)c2)n(C(C)(C)C)n1	0	7	-8	7	41	-1	1	9
NC(=O)c1ccc(NC(=O)C#Cc2ccccc2)cc1	8	17	41	-2	30	-1	1	-203
O=C(NC(=S)Nc1ccccc1Br)C1CCCCC1	2	-44	-103	.	.	-2	.	.

(next part)
SMILES	ARNT TACC3 PPI	LGR2 inh	PAX8 reporter	Cneo AK release	C2C12 statin	INS-1E GSIS act	PglD inh	PGC1a acetyl inh
COC(=O)c1cc(Br)c(=O)n(CCN2CCOCC2)c1	3	.	.	-3	104*	.	5	5
CCOC(=O)C1CCN(CC(=O)c2ccc(O)c(C)c2O)CC1	2	-7	10	-2	2	16	1	.
N#C[C@@H]1[C@H](c2ccc(C#Cc3ccccc3F)cc2)[C@H](CO)N1C(=O)C1CC1	-5	-12	-1	-4	-8	0	1	-15
CC1CCN(S(=O)(=O)c2ccc3c(c2)CC(C)N3C(=O)C2CCC2)CC1 (stereo not drawn)	2	-25	15	-1	-8	38	4	.
CC(CCc1ccccc1)NC(=O)c1cccs1 (stereo not drawn)	24	-1	.	0	16	2	0	-2
COc1ccc(NC(=O)N(C)C[C@H]2Oc3ccc(NC(=O)CCN4CCOCC4)cc3CC(=O)N([C@H](C)CO)C[C@@H]2C)cc1	-14	6	-19	-4	-4	15	0	0
COc1ccc(NS(=O)(=O)c2c(C)[nH]c(=O)[nH]c2=O)cc1OC	-4	0	-28	-1	-1	6	0	-1
C=CCc1cc(OC)ccc1OCCN1CC(C)OC(C)C1 (stereo not drawn)	-4	2	-9	2	1	7	-6	-6
O=C(Cc1ccc(F)cc1)OCC(=O)c1cc2ccccc2o1	2	19	.	2	-5	-3	-2	.
CCCNC(=O)C[C@H]1CC[C@H]2[C@@H](COc3ccc(NC(=O)COC)cc3C(=O)N2C)O1	-8	0	-7	2	-12	3	0	-9
N#Cc1cc2[nH]c3ccccc3c2[n+](-c2ccc([N+](=O)[O-])cc2)c1N	6	13	-2	2	9	5	2	.
CCC(=O)N1N=C(c2ccccc2)CC1c1ccccc1 (stereo not drawn)	0	2	2	-4	11	4	-1	-1
C[C@H]1CN([C@@H](C)CO)C(=O)c2cccc(NS(=O)(=O)c3ccc(F)cc3)c2O[C@H]1CN(C)Cc1ccc(-c2ccccc2)cc1	2	-1	15	-4	50	-24	3	0
COc1ccccc1N1CCN(Cc2ccc(O)c3ncccc23)CC1	70*	36	.	1	5	-26	-2	35
CC(C)NC(=O)Nc1ccc2c(c1)C(=O)N([C@H](C)CO)C[C@@H](C)[C@H](CN(C)Cc1ccc(Cl)c(Cl)c1)OCCCC[C@H](C)O2	1	14	52	4	.	-24	-3	8
Cc1ccc2c(c1)N=C(c1ccc(F)cc1)CO2	-1	-72	.	.	.	-11	.	27
CN(C)C(=O)c1ccc(-c2ccc3c(c2)[C@@H]2[C@@H](CCN2C(=O)c2ccccc2F)[C@H](CO)N3)cc1	-18	-4	-2	-10	10	0	1	9
O=C(CCNS(=O)(=O)c1ccc(Cl)cc1)N1CCN(Cc2ccccc2)CC1	0	13	19	-1	.	4	-5	.
Cc1cccc(NS(=O)(=O)Cc2ccccc2)n1	-2	20	.	4	-6	16	10	1
CCn1c(SCC(=O)Nc2ccc(C)cc2)nnc1-c1ccccn1	7	4	-4	0	2	-2	7	6
O=C(NCc1nc2ccccc2[nH]1)c1cccc(S(=O)(=O)N2CCCC2)c1	-3	.	13	-1	6	-8	3	-6
C[C@H](CO)N1C[C@H](C)[C@@H](CN(C)Cc2ccc(C(=O)O)cc2)Oc2ccc(NC(=O)Nc3ccc4c(c3)OCO4)cc2C1=O	-2	-2	.	-8	-1	11	6	-2
COc1ccc(C(=O)N2CCN(S(=O)(=O)c3ccc4c(c3)OCCO4)CC2)cc1	.	2	12	0	-3	-13	-2	16
COc1ccc(NC(=O)N(C)C[C@@H]2OCCCC[C@@H](C)Oc3ccc(NC(=O)Nc4cccc5ccccc45)cc3C(=O)N([C@@H](C)CO)C[C@H]2C)cc1	14	3	-17	1	.	17	0	1
Cc1noc(C)c1NC(=O)Nc1ccc2c(c1)C(=O)N([C@H](C)CO)C[C@@H](C)[C@H](CN(C)S(C)(=O)=O)OCCCC[C@@H](C)O2	23	10	.	103*	.	6	-2	9
CCNC(=O)[C@@H]1[C@@H](CO)[C@@H]2Cn3c(cccc3=O)[C@H]1N2C(=O)C1CCC1	5	6	-6	18	3	2	4	.
O=C(/C=C/c1ccc([N+](=O)[O-])cc1)N1CCN(c2ccccc2F)CC1	0	15	-45	0	.	-4	0	10

Compound activity from PubChem BioAssay.

Not a hit list, and some 2.9% of all compounds hit somewhere here.
